D1 antagonist – antagonists of human D1 dopamine receptor; P21728; HEK293 TREx D1 cells, calcium flux, dopamine EC80; stronger effect = lower value; activity change, negative = inhibition, % at 10 µM; 360,000 tested, 3.2% active; in the data active = activity change below about -30%; also: % is scaled to controls: 0 for no effect and ±100 for the full control effect
Target sequence (P21728 whole entry, looked up): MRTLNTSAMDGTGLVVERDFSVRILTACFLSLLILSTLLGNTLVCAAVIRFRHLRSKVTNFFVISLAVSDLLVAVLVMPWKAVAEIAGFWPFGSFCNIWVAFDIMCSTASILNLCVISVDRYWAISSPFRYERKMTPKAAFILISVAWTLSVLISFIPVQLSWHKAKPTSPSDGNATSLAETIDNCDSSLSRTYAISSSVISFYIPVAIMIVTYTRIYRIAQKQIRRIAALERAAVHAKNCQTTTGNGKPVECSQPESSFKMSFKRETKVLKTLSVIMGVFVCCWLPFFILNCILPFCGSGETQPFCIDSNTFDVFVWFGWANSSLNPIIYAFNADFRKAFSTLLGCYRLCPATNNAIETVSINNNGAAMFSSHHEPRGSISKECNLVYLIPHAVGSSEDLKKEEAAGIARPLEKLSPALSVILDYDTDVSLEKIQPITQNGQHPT
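Antagonism measured as reduced calcium response to an EC80 dopamine addition following 180 s compound pre-read; cells were inducible HEK293 Trex D1 plated overnight at 30 C, read kinetically at 1 cycle/sec.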
D2 potentiator – D2 dopamine receptor (human) potentiation; P14416; HEK293 T-REx D2, calcium flux, EC20 dopamine potentiation; potentiation, % at 10 µM; 340,000 tested, 0.34% active; AID 485347;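 active = potentiation over 3 SD above the plate norm, cut at about 30% in these data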; also: 0% is about no effect
Target sequence (P14416 whole entry, looked up): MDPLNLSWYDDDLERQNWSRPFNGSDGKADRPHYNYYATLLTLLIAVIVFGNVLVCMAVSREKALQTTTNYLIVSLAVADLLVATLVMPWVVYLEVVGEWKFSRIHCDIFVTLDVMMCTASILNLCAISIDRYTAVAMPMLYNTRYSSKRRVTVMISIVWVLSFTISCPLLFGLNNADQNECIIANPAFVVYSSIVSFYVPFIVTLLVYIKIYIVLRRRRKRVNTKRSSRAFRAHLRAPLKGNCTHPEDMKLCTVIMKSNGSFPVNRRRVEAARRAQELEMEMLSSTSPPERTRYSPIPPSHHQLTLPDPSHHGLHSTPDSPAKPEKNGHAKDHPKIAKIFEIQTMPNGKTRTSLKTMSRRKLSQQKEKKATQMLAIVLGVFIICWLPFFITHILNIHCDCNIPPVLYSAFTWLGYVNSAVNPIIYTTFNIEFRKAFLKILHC
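Using a no-wash calcium dye in inducible, force-coupled HEK293 Trex cells expressing D2, we tracked fluorescence each second for 180 s after compound, then for 180 s after EC20 dopamine to detect augmented signalling.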
D1 PAM – enhances dopamine response at the human D1 receptor. AID 504651. P21728. potentiation, % at 10 µM. 360,000 tested, 0.036% active. HEK293 TREx D1 cells, calcium flux, dopamine EC20 potentiation; in the data active = potentiation above about 30%; also: 0% is about no effect
Vif-APOBEC3G blk – inhibitors of Vif-APOBEC3G interaction. Q9HC16. HeLa A3G-eYFP + Vif (tagged APOBEC3G with the HIV-1 protein that degrades it), YFP fluorescence, overnight. Potency, µM (top dose mostly 46.1 µM), for inactives: at the highest dose activity, negative = active, hits mostly inhibitors. 410,000 tested, 0.076% active. AID 602310;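 also: potency is read from the fitted curve at half-maximal effect; % is scaled to controls: 0 for no effect and ±100 for the full control effect; nearly all actives have a fitted effect of over 60% in size; hits raise eYFP signal because A3G escapes Vif-driven loss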
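HeLa cells stably expressing Vif and C-terminally eYFP-tagged A3G, seeded overnight at 37 deg C, then exposed to compound by pintool overnight at 37 deg C. Rise in yellow fluorescence (Ex 488/Em 500-530, Acumen) marks blocked Vif-driven A3G degradation.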
Glioma ERSR ind – inducers of ER stress response in human glioma cells | Potency, µM, for the others: at the highest dose activation, actives largely listed as activators | U87-MG GRP78 promoter luciferase reporter, 16 h | 420,000 tested, 0.02% active; also: potency is read from the fitted curve at half-maximal effect; series mostly up to about 76 µM; % of control where 0% means no effect; nearly all actives have a fitted effect of over 35% in size
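ERSR induction read as luciferase luminescence (Bright-Glo, 10 min at room temperature) in stably transfected human U87-MG glioma cells exposed to compounds for 16 h, using GRP78 as sensor.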
RXFP1 agonist – activates the human relaxin receptor RXFP1. HEK293T-RXFP1 cAMP TR-FRET, 30 min; response scale: percent of porcine relaxin response, buffer zero. 370,000 tested, 0.3% active. AID 2676. Potency, µM (highest dose often 57.5 µM), without a hit: at the top dose activation, usual class: activators. Q9HBX9; also: potency is read from the fitted curve at half-maximal effect; % is scaled to controls: 0 for no effect and ±100 for the full control effect; nearly all actives have a fitted effect of over 60% in size; many of its hits are not listed in these tables
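HEK293T cells stably expressing RXFP1 were pretreated with the PDE4 inhibitor Ro 20174, exposed to compounds for 30 min at 37C, lysed, and cAMP was read by TR-FRET. Data normalized to buffer (basal) and 29 nM porcine relaxin (100%).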
Vif-APOBEC3F blk – blocks the Vif interaction with APOBEC3F; HeLa A3F-eYFP + Vif (tagged APOBEC3F with the HIV-1 protein that degrades it), YFP fluorescence increase; Potency, µM (highest dose often 46.1 µM), without a hit: at the top dose activity, negative = active; 390,000 tested, 0.2% active; also: potency is read from the fitted curve at half-maximal effect; % of control where 0% means no effect; nearly all actives have a fitted effect of over 65% in size
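HeLa cells stably expressing A3F-eYFP plus Vif, plated and incubated overnight at 37 deg C, then exposed to compounds overnight at 37 deg C. Blocked degradation read as raised yellow fluorescence (Ex 488/Em 500-530).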
LDHA block – LDHA (human) enzyme inhibition. P00338. purified LDHA, NADH/diaphorase-resazurin fluorescence; stronger effect = lower value. activity change, % (values are at about 110 or 230 µM). 480,000 tested, 0.15% active; in the data active = activity change below about -30%; inconclusive = mostly about -25% to -30%;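 also: plate controls were DMSO wells for no effect and wells without enzyme for full effect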
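Enzyme activity of human lactate dehydrogenase 5 (2 nM; 0.06 mM NADH, 0.2 mM pyruvate, 5 min, RT) is measured via a resazurin/diaphorase fluorescence readout of residual NADH.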
D1 agonist – human D1 receptor agonism; 360,000 tested, 1% active; AID 504660; HEK293 T-REx D1 cells, calcium flux, agonist mode; P21728; activation, % at 2 µM; in the data active = activation above about 30%; also: 0% is about no effect
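Agonism was scored from calcium flux recorded over 180 s (1 read/s) after pintool compound addition, following a 10-cycle baseline. Cells were inducible force-coupled HEK293 TREx D1, plated overnight at 30 C and loaded with no-wash calcium dye.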
Active calls of the source: *; ? = inconclusive; . = not tested or not shown; & = joins results of further samples. Unless noted, calls follow the shape of the dose curve; as a rule, active = well fitted curve in the direction sought with a large enough effect; inconclusive = small, poorly fitted or top-dose-only effect, or another doubt; inactive = no such curve, though single readings can be large; an effect the other way counts as inactive or inconclusive.

SMILES | D1 antagonist | D2 potentiator | D1 PAM | Vif-APOBEC3G blk | Glioma ERSR ind | RXFP1 agonist | Vif-APOBEC3F blk | LDHA block | D1 agonist
COc1ccc(N(CC(=O)NC2CCCC2)S(=O)(=O)c2ccc(NC(C)=O)cc2)cc1 | -4.8 | -2.0 | . | -1.7% | -3.5% | -0.5% | 6.9% | -5.9 | 3.9
Cc1nn(-c2ccccc2)nc1C(N)=O | -4.5 | 7.8 | -1.7 | 0.5% | 2.3% | -1.5% | 23.1% | -7.7 | 0.5
Cc1ccc(C(=O)CN(CCCC(N)=O)S(=O)(=O)c2ccc([N+](=O)[O-])cc2)cc1 | -23.6 | -16.0 | -2.0 | -0.9% | -1.2% | 0.0% | 1.0% | -5.8 | 0.7
O=S(=O)(c1ccc2ccccc2c1)n1cnc2ccccc21 | -6.6 | 13.3 | -0.3 | -20.5% | 2.2% | 2.9% | 3.4% | -3.8 | 1.3
CC(C)(C)OC(=O)CNC(=O)c1[nH]cnc1C(=O)Nc1ccc(CNC(=O)OC(C)(C)C)cc1 | 1.9 | 7.7 | 8.4 | -16.0% | -5.6% | 1.6% | -9.1% | -4.6 | 5.7
COc1ccc(N(C(=O)c2ccc(C)cc2)S(=O)(=O)c2ccc(Cl)cc2)cc1 | -4.6 | -2.8 | 0.4 | -4.1% | -2.5% | 1.2% | 0.0% | -5.5 | 2.7
Cc1ccsc1C(=O)OCC(=O)NCc1ccc(Cl)cc1 | 4.0 | 10.3 | -2.5 | 1.2% | 0.6% | -2.6% | -0.7% | -4.2 | -0.3
O=C(N/N=C/c1ccccn1)c1ccc2nc[nH]c2c1 | 1.0 | -6.7 | 12.9 | 0.1% | -10.2% | -1.8% | -7.9% | 0.3 | 3.6
NC(=O)C1CCN(C2OC(=O)c3ccccc32)CC1 (centres undefined) | 17.0 | 3.6 | -2.0 | 1.2% | -0.6% | 0.8% | 1.3% | -4.0 | 2.1
CC(OC(=O)CCC1CCCC1)C(=O)Nc1ccccc1[N+](=O)[O-] (centres undefined) | 4.7 | -6.8 | -4.0 | 4.5% | -2.0% | 2.2% | -0.1% | 1.1 | 3.7
CCN(c1ccc(OC)cc1)S(=O)(=O)c1csc(C(N)=O)c1 | -8.2 | 1.5 | 8.1 | 0.1% | -7.5% | -3.3% | -1.6% | -0.9 | 0.6
O=C(NC(=S)Nc1ccc2c(c1)OCCO2)c1ccccc1 | -2.1 | -5.4 | 1.1 | -2.3% | 7.2% | -0.6% | -1.9% | -5.2 | 10.9
COCCn1c(SCC(=O)Nc2ccc(F)cc2)nc2c(c1=O)SCC2 | . | . | . | 1.0% | -1.7% | . | -0.5% | -9.9 | .
CSc1ccccc1C(=O)NCCCn1ccnc1 | -13.9 | 6.6 | -0.5 | 3.4% | -1.1% | -4.5% | -2.1% | -0.9 | 2.8
CC(C)NC(=O)Nc1ccc2c(c1)C(=O)N([C@@H](C)CO)C[C@@H](C)[C@@H](CN(C)S(=O)(=O)c1ccc(F)cc1)O2 | . | . | . | -1.4% | -0.1% | . | -0.2% | 0.4 | .
O=C(NCc1ccc2c(c1)OCO2)c1cc(S(=O)(=O)N2CCCCC2)ccc1F | -12.0 | -11.4 | -4.5 | -0.6% | 3.6% | 0.0% | -6.6% | -0.7 | 1.2
Cn1c(=O)c2c(nc(SCC(=O)NC34CC5CC(CC(C5)C3)C4)n2C)n(C)c1=O | 7.6 | 2.3 | 1.7 | 3.4% | -6.3% | 3.5% | -0.7% | -5.7 | 2.5
O=C(Nc1ccc(Cl)c(S(=O)(=O)N2CCCCC2)c1)C1=COCCO1 | 8.6 | 3.1 | -8.9 | 0.9% | -3.1% | 0.2% | 4.8% | -3.7 | 6.1
Cc1ccc(NC(=O)c2ccc(-c3nn(C)c(=O)c4ccccc34)cc2)c(C)c1 | 0.9 | 25.9 | -12.7 | -2.3% | -1.5% | -1.5% | -1.6% | -4.9&0.0 | 1.8
CCN(CC)CCN1C(=O)C2C(C(=O)Nc3cccc(SC)c3)C3C=CC2(O3)C1C(=O)NC1CCCC(C)C1C (centres undefined) | -9.5 | -1.9 | -3.2 | -0.9% | -2.3% | 0.4% | 2.9% | -6.5 | -2.5
CCOc1ccc(-c2csc(-c3c(N)c(C(=O)c4ccc5c(c4)OCO5)n4ccccc34)n2)cc1 | -1.1 | 14.6 | -3.1 | . | . | 6.3% | . | 0.2 | 41.8*
CCc1c(C)sc(NC(=O)c2noc(C)c2[N+](=O)[O-])c1C#N | 10.3 | -4.7 | 0.2 | -16.0% | ? | 0.0% | -1.3% | 2.2 | 3.0
CC(NC(N)=O)C(=O)NCC(=O)OCc1ccccc1 (centres undefined) | 1.6 | -0.4 | -6.0 | 0.4% | -2.1% | 0.0% | -6.3% | 1.8 | 1.0
C/C(=N/NC(=O)CNC(=O)c1ccco1)c1ccc(Cl)cc1 | -22.7 | 1.1 | -1.5 | -3.5% | -10.0% | -0.5% | 3.3% | 0.6 | 1.7
CCn1c(SCC(=O)NC2(C#N)CCCCC2)nc2ccccc2c1=O | 16.8 | -3.8 | -2.5 | -2.0% | -2.6% | 1.7% | -2.9% | -1.5 | 3.9
Cc1nc(NCC2CCCO2)c2nnn(Cc3ccccc3)c2n1 (centres undefined) | 14.3 | 13.6 | -4.8 | 2.2% | 2.6% | 0.5% | -6.7% | -7.5 | 6.4
CC1(C)CC(=O)C=C(N2CCNCC2)C1 | 11.0 | -6.8 | -5.0 | 1.0% | -0.2% | 1.2% | -7.7% | -8.2 | 2.3
Cc1ccc(-n2ncc(C(=O)NCc3ccc4c(c3)OCO4)c2NC(=O)c2ccco2)cc1C | 6.8 | -12.4 | -1.4 | 2.1% | -4.0% | 2.4% | 1.1% | -5.5 | 2.2
COc1ccc(CNC(=O)Cn2ncn3nc(-c4cccs4)cc3c2=O)cc1 | -17.9 | -23.7 | 4.1 | -5.8% | -1.7% | 0.7% | 2.4% | -12.6 | -1.7
Cc1ccccc1-c1nc(CS(=O)(=O)CC(=O)N2CCOCC2)c(C)o1 | 2.8 | -9.8 | -3.0 | 1.0% | -4.5% | 0.8% | 1.3% | -1.3 | 6.8
CCOC(=O)C1=NN(C(C)=O)C2C(=O)N(CC)C(=O)C12 (centres undefined) | -1.0 | -0.7 | -6.2 | 3.6% | -3.3% | 0.0% | 2.5% | -3.2 | 1.1
COc1ccc2oc(=O)c(C(=O)N3CCN(c4ccccc4C)CC3)cc2c1 | 0.2 | 11.2 | -2.6 | -6.7% | 7.9% | 1.2% | -29.0% | -4.8&-4.7 | 0.7
CCN(Cc1ccncc1)Cc1nc(-c2ccc(C(=O)OC)cc2)no1 | 12.9 | 4.6 | -0.6 | 3.1% | 3.8% | 0.3% | -10.5% | -11.3 | 1.1
Cc1nn(-c2ccc(C(=O)O)cc2)c(N)c1-c1ccccc1 | -1.5 | -4.1 | -10.5 | 0.5% | -11.2% | 0.2% | -1.2% | -9.5 | 4.3
CCC(C)Sc1ccc([C@@H]2[C@@H]3C(=O)N(C)C(=O)[C@@H]3[C@]3(C(=O)OC)CCCCN23)cc1OC (some centres undefined) | -2.7 | 15.8 | 1.6 | -6.3% | -4.0% | 0.0% | 6.8% | 1.2 | -0.7
COc1ccccc1NS(=O)(=O)c1cccc(C(=O)N/N=C(\C)c2ccc(-n3ccnc3)cc2)c1 | 4.6 | 12.3 | 6.0 | 2.4% | -4.3% | -0.7% | . | 0.1 | 2.2
CCOc1ccc(OCC)c(NC(=O)c2cnc3c(-c4ccccc4)c(C)nn3c2C)c1 | -15.7 | -3.2 | -7.5 | -12.4% | -3.2% | 2.8% | -27.9% | -2.0 | 2.3
N#CC1=C(N)NC(=S)C(C(N)=O)C1c1ccc(Cl)cc1Cl (centres undefined) | 20.8 | 1.0 | -3.5 | ? | -10.1% | 5.5% | 1.7% | -0.4 | 5.8
Cc1nn(C)cc1CN(C)S(=O)(=O)c1cccc([N+](=O)[O-])c1 | -1.5 | -0.5 | 5.8 | 0.9% | -0.6% | -0.8% | -2.4% | 3.9 | 6.0
Cc1ccc(-c2nnc(-c3ccc(NC(=O)c4cccs4)cc3)o2)cc1 | 9.1 | 2.9 | -5.9 | -1.2% | -1.0% | 3.5% | -8.1% | -6.8 | 2.5
CCC(=O)Nc1nnc(SCC(=O)Nc2ccc3c(c2)OCCO3)s1 | -0.9 | 7.2 | -2.5 | -0.1% | -3.5% | 2.7% | -0.3% | -0.5 | 4.1
COc1cccc(N2CCN(c3ccc(S(=O)(=O)N4CCCC4)cc3)CC2)c1 | -5.6 | 20.1 | -3.6 | -3.4% | -2.4% | -0.9% | -2.1% | -8.7 | 6.8
O=C(O)CNS(=O)(=O)c1ccc2c(c1)C(=O)c1cc(S(=O)(=O)NCC(=O)O)ccc1-2 | 0.9 | 3.3 | -0.8 | -1.6% | -3.4% | 28.0% | 1.7% | -1.4 | 0.5
Cc1ccc(S(=O)(=O)NCC(=O)N/N=C/c2ccc(Cl)cc2Cl)cc1 | 6.0 | -4.2 | 6.0 | -0.6% | -2.5% | -1.0% | -5.9% | -6.7 | -1.0
COc1cccc(C(=O)C2CCCN(C(=O)CCc3scnc3C)C2)c1 (centres undefined) | -12.9 | 0.1 | -3.0 | 0.7% | -2.5% | -0.7% | 5.2% | -11.6 | 4.3
CCOC(=O)c1c(C)nc2ccccn12 | -0.9 | 1.7 | 1.8 | 2.2% | -0.7% | 4.0% | 1.1% | 2.9 | 2.8

Retrieved by compound from above (two):
SMILES | D1 antagonist | D2 potentiator | D1 PAM | Vif-APOBEC3G blk | Glioma ERSR ind | RXFP1 agonist | Vif-APOBEC3F blk | LDHA block | D1 agonist
COc1ccccc1NS(=O)(=O)c1cccc(C(=O)N/N=C(\C)c2ccc(-n3ccnc3)cc2)c1 | 4.6 | 12.3 | 6.0 | 2.4% | -4.3% | -0.7% | . | 0.1 | 2.2
COc1cccc(N2CCN(c3ccc(S(=O)(=O)N4CCCC4)cc3)CC2)c1 | -5.6 | 20.1 | -3.6 | -3.4% | -2.4% | -0.9% | -2.1% | -8.7 | 6.8

High-throughput results (PubChem)

Some of the compounds tested; the hit share may differ from the screen's.
